# NR2E3 ag-1 – NR2E3 (human) agonism. 320,000 compounds, 0.12% hits. Q9Y5X4. GST-NR2E3/biotin-RetCOR TR-FRET, 1536-well. inhibition of corepressor binding, % at 4.78 µM. AID 2300;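 active = percent inhibition above the cutoff of mean plus 3 SD of all tested compounds, set per screening campaign, cut at about 20% in these data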;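 note: 0% = DMSO wells and 100% = biotin wells as full block of FRET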
# Target sequence (Q9Y5X4 whole entry, looked up): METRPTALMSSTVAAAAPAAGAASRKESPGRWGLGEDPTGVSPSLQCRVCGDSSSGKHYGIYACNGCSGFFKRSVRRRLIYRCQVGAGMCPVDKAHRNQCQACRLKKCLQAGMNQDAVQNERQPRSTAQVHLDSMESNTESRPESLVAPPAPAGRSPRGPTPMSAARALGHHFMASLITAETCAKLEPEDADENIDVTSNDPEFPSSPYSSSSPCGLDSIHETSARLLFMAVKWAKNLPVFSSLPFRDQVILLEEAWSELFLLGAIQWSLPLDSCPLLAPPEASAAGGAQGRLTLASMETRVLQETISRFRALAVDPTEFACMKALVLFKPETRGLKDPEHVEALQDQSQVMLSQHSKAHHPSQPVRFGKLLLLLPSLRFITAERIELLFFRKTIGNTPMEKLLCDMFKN
#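 Format: 1536-well format; test system: GST-NR2E3 and biotin-RetCOR proteins; read-out basis: percent inhibition of TR-FRET ratio; timing: 5 h incubation at 4 °C; detection: time-resolved FRET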
# NR2E3 ag-2 – agonists of human NR2E3 nuclear receptor; inhibition of corepressor binding, % at 3.98 µM; AID 602229; 360,000 compounds, 0.35% hits; CHO-S Gal4-NCOR/VP16-NR2E3 two-hybrid, luciferase; Q9Y5X4;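 active = inhibition above the mean of all tested compounds plus 3 SD, cut at about 70% in these data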;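 note: 0% = DMSO with NR2E3 transfected cells and 100% = cells lacking NR2E3 construct; higher means lower luciferase signal from less NR2E3 corepressor binding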
# HIF-2a inh – blocks HIF-2a reporter activity; 786-0 RCC cells HIF-2a reporter, luciferase luminescence, overnight; inhibition, % at 18.8 µM; 360,000 compounds, 0.72% hits; AID 624352;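 active = inhibition of the luminescence signal of 40% or more relative to plate controls, in a single-dose primary screen at 18.75 µM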
# TRPM1 prom inh – inhibitors of MITF-driven TRPM1 promoter in melanoma cells; SK-MEL-5 TRPM1 promoter luciferase, 24 h; 330,000 compounds, 0.83% hits; inhibition, % at 12.5 µM;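 active = mean inhibition across replicates of 60% or more, whatever share of single replicates reaches that level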; note: values of inactives mirror those of a sister screen read the other way
# Shn3 inh set2 – reduces Shn3 3'UTR luciferase signal in osteoblasts; Clone20 osteoblast Shn3 3'UTR firefly luciferase, 24 h; inhibition, % at 12.5 µM; 360,000 compounds, 0.52% hits;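 active = mean inhibition of at least 75% with every replicate also reaching 75%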;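 note: 0% = median of neutral control wells and 100% = pilot-screen positive control compound; some compounds past the cut are filed as inactive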
# iPSC survival up – enhancers of human iPSC single-cell survival; hiPSC single-cell survival, ATPlite luminescence; 100% = ROCK inhibitor wells, 0% = DMSO; 360,000 compounds, 0.044% hits; survival enhancement, % at 20 µM; in the data active = survival enhancement above about 18%;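 note: cells exposed to compounds for 16 hours before the ATP read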
# LMP1 NFkB inh – reduces LMP1-driven NF-kappaB luciferase signal | inhibition, % at 12.5 µM | 350,000 compounds, 0.69% hits | LMP1-induced NF-kappaB luciferase reporter cells, luminescence | AID 504558; in the data active = inhibition above about 41%;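 note: 0% = neutral control wells and 100% = reference inhibitor control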
# Peg3 prom inh – reduces Peg3 promoter-driven luciferase expression in HeLa; 360,000 compounds, 1.7% hits; AID 588405; inhibition, % at 20 µM; HeLa PEG-Prom luciferase reporter, luminescence, overnight;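 active = inhibition of at least 50% at 20 µM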
# C8 TRAIL sens – caspase-8 TRAIL sensitization; NB7+C8 cells + TRAIL, ATPlite viability luminescence; inhibition (viability loss, TRAIL sensitization), % at 10 µM; 360,000 compounds, 1% hits; AID 624354;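 active = compounds causing at least 50% loss of cell viability in the single-dose screen, relative to plate controls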
# KKLEB cytotox – CF airway cell cytotoxicity counter-screen. KKLEB CF airway cells viability, ATPlite luminescence, overnight; stronger effect = lower value; cells stimulated with P. aeruginosa culture filtrate. activity change (cytotoxicity), % at 5 µM. 360,000 compounds, 0.36% hits;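 active = corrected activity change at or below -50% at 5 µM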
# CF NFkB inh – cystic fibrosis NF-kB activation inhibition. AID 588850. KKLEB NF-kB-GFP reporter, PAF-induced, GFP fluorescence overnight. 360,000 compounds, 0.86% hits. inhibition, % at 5 µM;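 active = at least 50% inhibition at 5 µM, scaled per plate between neutral and stimulator controls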;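 note: PAF is a Pseudomonas aeruginosa culture filtrate used as stimulus; plate controls were PAF-stimulated DMSO wells for no effect and unstimulated DMSO wells for full effect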
# An asterisk follows results filed as active; . = not tested or not shown.
# The line under a structure holds: NR2E3 ag-1	NR2E3 ag-2	HIF-2a inh	TRPM1 prom inh	Shn3 inh set2	iPSC survival up	LMP1 NFkB inh	Peg3 prom inh	C8 TRAIL sens	KKLEB cytotox	CF NFkB inh
Cc1ccc(S(=O)(=O)N2CCOCC2)cc1NC(=O)COC(=O)C1CCC1
→ .	6	10	.	-4	0.8	1	-15	-9	2	-4
COc1ccc(OC)c(CCNC(=O)c2ccc3c(c2)N(Cc2ccccc2)CCS3)c1
→ 0	-8	5	-20	2	-0.4	-16	22	5	1	-5
COc1ccc(NC(=O)Cc2ccsc2)cc1S(=O)(=O)N1CCOCC1
→ 0	3	14	1	-7	-0.5	4	2	-17	-28	20
CCNc1nc(SC)nc(N(C#N)CC(=O)OC)n1
→ 4	6	-2	-11	-21	-1.1	-5	1	6	4	-12
Cc1ccccc1NC(=S)NCc1ccc(Cl)cc1
→ 1	-31	-1	5	-18	-0.4	4	5	3	10	3
Cc1cccc(OCC(=O)N/N=C/c2cc([N+](=O)[O-])ccc2N2CCOCC2)c1
→ 0	-10	8	-1	9	-1.9	0	26	-7	-4	-6
O=C(NNS(=O)(=O)c1ccccc1)c1ccc(O)cc1
→ -2	-18	15	4	-5	0.5	-1	-8	-14	-8	13
C=CCNC(=O)c1ccc(C)cc1Cl
→ -1	17	-12	-15	-12	-3.9	-3	-29	2	1	10
COC(=O)c1ccc(COC(=O)c2ccccn2)cc1
→ 0	-22	-37	-19	-12	0.0	-4	-167	5	8	-4
O=C(O)/C(=C\c1cccc(OCc2ccccc2)c1)c1ccc(F)cc1
→ 1	-2	21	1	-17	-0.2	0	15	7	-9	5
O=C(CCSc1ccccc1Cl)Nc1cccc([N+](=O)[O-])c1
→ 3	-24	-300	-38	-11	0.1	-7	-241	0	-3	-2
CCOc1cc(/C=N\NC(=O)CC(=O)NCCc2ccccc2)ccc1O
→ 0	-12	8	13	-4	0.3	-3	-4	3	-9	11
CCC(=O)N1CCc2cc(S(=O)(=O)CCC(=O)Nc3ccc(C(C)=O)cc3)ccc21
→ -1	-6	-5	-4	-26	0.4	-2	-15	-2	-4	2
O=C(OCc1c(-c2ccccc2)ncc2ccccc12)c1ccccc1C(F)(F)F
→ .	25	3	5	25	-2.6	-2	-1	11	-17	36
Fc1ccc(NC(=S)N2CCc3ccccc3C2)c(F)c1
→ 2	-23	-132	-2	-13	-1.3	3	-41	-3	3	-5

# Of the compounds above, two contain a nitro group on carbon:
# The line under a structure holds: NR2E3 ag-1	NR2E3 ag-2	HIF-2a inh	TRPM1 prom inh	Shn3 inh set2	iPSC survival up	LMP1 NFkB inh	Peg3 prom inh	C8 TRAIL sens	KKLEB cytotox	CF NFkB inh
Cc1cccc(OCC(=O)N/N=C/c2cc([N+](=O)[O-])ccc2N2CCOCC2)c1
→ 0	-10	8	-1	9	-1.9	0	26	-7	-4	-6
O=C(CCSc1ccccc1Cl)Nc1cccc([N+](=O)[O-])c1
→ 3	-24	-300	-38	-11	0.1	-7	-241	0	-3	-2

# Additional records
# The line under a structure holds: NR2E3 ag-1	NR2E3 ag-2	HIF-2a inh	TRPM1 prom inh	Shn3 inh set2	iPSC survival up	LMP1 NFkB inh	Peg3 prom inh	C8 TRAIL sens	KKLEB cytotox	CF NFkB inh
N#Cc1ccc(-c2ccc(OCC(=O)Nc3cccnc3)cc2)cc1
→ .	-20	-15	-12	89*	0.8	-2	-22	41	4	-4
O=C(NCc1ccccc1)c1ccc(NC(=O)C2CCCO2)cc1 (stereo unspecified)
→ 2	16	-15	4	-4	0.5	5	-15	-3	12	-13
O=C(O)CSc1ncccn1
→ 0	1	8	-4	-9	-0.3	2	1	-2	-5	0
COc1ccc(CNC(=O)C[C@H]2C[C@H](C(=O)N(C(C)C)C(C)C)[C@@]3(C)c4[nH]c5ccc(Cl)cc5c4CCN3C2=O)cc1OC
→ .	-4	-4	19	13	0.0	9	9	22	-10	19
CCOC(=O)c1cc(CC)sc1NC(=O)Cc1ccsc1
→ 3	-2	10	-6	12	-2.3	-6	19	-5	-24	32
COC(C/C=C/[C@H](O)[C@H](C)OCc1ccccc1)OC
→ 2	-10	12	-4	14	0.1	-4	-17	-7	12	-7
CC(C)[C@H](NC(=O)N1CC(=O)Nc2ccccc21)C(=O)N1CCC[C@@H]1C(=O)O
→ 3	14	-6	-17	-8	1.3	-5	-2	-1	3	4
CC(C)(C)OC(=O)C(Cc1ccc(OC(C)(C)C)cc1)NC(=O)CNC(=O)OCc1ccccc1 (stereo unspecified)
→ -1	-24	17	7	77	-1.1	13	27	17	9	14
CC(C(=O)NC1C=CS(=O)(=O)C1)N1C(=O)/C(=C\c2ccccc2)SC1=S (stereo unspecified)
→ 2	-10	-2	2	3	0.1	-2	7	1	5	4
CCOC(=O)CCNC(=O)N1CCCC(CNS(=O)(=O)c2cccs2)C1 (stereo unspecified)
→ -2	12	9	5	-7	2.3	-6	8	0	-14	0
COc1cc(/C=C(\NC(=O)c2ccccc2)C(=O)Nc2nccs2)ccc1OC(C)=O
→ -3	-28	7	-7	-22	-0.5	6	17	-20	7	12
COc1ccc(CN(Cc2cc3ccc(C)cc3[nH]c2=O)Cc2nnnn2C2CCCC2)cc1
→ 2	-1	-13	0	16	-1.0	1	10	8	2	-4
O=C(Nc1ccccc1-c1nnn(CC(=O)N2CCCc3ccccc32)n1)c1ccc(Cl)cc1
→ 1	0	7	1	25	0.0	11	5	16	-7	-1
Cc1c(Cl)cccc1NS(=O)(=O)c1c(C(=O)N2CCOCC2)c(C)n(C)c1C
→ 0	-6	15	10	-2	-0.3	1	-13	-11	3	6
COc1ccc(N2C(=O)C(CC(=O)O)S/C2=C\C(C)=O)cc1 (stereo unspecified)
→ 3	0	4	2	-25	-3.5	-3	2	9	8	0
COc1cccc(N(CC(=O)N2CCOCC2)S(C)(=O)=O)c1
→ 1	6	10	-7	-1	-0.6	1	11	0	-5	-17
COc1ccc(Cc2nnc(SCC(=O)Nc3nc(C)cs3)o2)cc1
→ 0	-15	3	0	-28	0.3	-10	-4	-1	13	-18
CC(C)CCNC(=O)c1onc(CSc2ccc(Cl)cc2)c1C(=O)NCCC(C)C
→ -3	-13	15	-2	4	4.1	3	1	11	9	-17
O=C(COC(=O)CNC(=O)c1ccco1)NCc1ccc(F)cc1
→ 1	3	13	8	19	-0.4	0	6	3	2	-8
COC(=O)C1CCN(C(=O)COC(=O)CCc2nc3ccccc3c(=O)[nH]2)CC1
→ 0	-8	15	6	-8	1.4	-7	11	0	6	-1
O=c1[nH][nH]c2nc(C(F)(F)F)cc(C(F)(F)F)c12
→ -3	4	17	1	1	-1.2	-6	10	-5	8	10
COc1cc(C)ccc1OCCOCCOc1ccccc1[N+](=O)[O-]
→ -1	-26	-54	-15	-11	1.3	-6	-59	2	-2	-14
CSc1ccc(CNC(=O)Cn2nc(C)c3c(C)n(-c4ccc(C)cc4)nc3c2=O)cc1
→ -1	0	7	20	-7	1.8	2	9	13	4	-13
COc1ccc(C2(C)NC(=O)N(CC(=O)N(c3ccccc3)C3CCS(=O)(=O)C3)C2=O)cc1 (stereo unspecified)
→ .	-5	4	-4	-4	-2.2	1	5	8	18	-10
CCOC(Cn1cc([N+](=O)[O-])c(=O)[nH]c1=O)OCC
→ .	-1	11	-1	5	1.2	6	-4	2	9	-7
O=C(NCCc1ccccc1)Nc1nnc([C@@H]2C[C@H](O)[C@@H](CO)O2)s1
→ .	-18	-1	.	3	1.1	.	3	6	0	-9
CCCCn1nc(C(=O)OCC(=O)Nc2sccc2C(N)=O)c2ccccc2c1=O
→ 1	-15	11	5	21	-0.4	4	2	-11	-6	12
Cc1cc(-n2c(C)cc(C(=O)CSc3nnnn3-c3ccccc3)c2C)no1
→ 1	-8	-36	2	-23	1.4	0	3	-10	3	14
Cc1noc(C)c1C(=O)N1CCc2ccccc2C1
→ 3	34	1	6	1	1.6	2	6	-3	-6	-6
S=C(NCc1ccccn1)NN=Cc1ccccn1
→ .	3	-77	70*	82	-3.0	61*	4	8	-4	10

# (further entries)
mol	NR2E3 ag-1	NR2E3 ag-2	HIF-2a inh	TRPM1 prom inh	Shn3 inh set2	iPSC survival up	LMP1 NFkB inh	Peg3 prom inh	C8 TRAIL sens	KKLEB cytotox	CF NFkB inh
O=C(CCS(=O)(=O)Cc1ccccc1F)N1CCc2ccccc2C1	2	18	1	7	5	13	-8	-2	8	3	-1
Nc1ccc2oc(-c3ccccn3)nc2c1	-2	-51	-162	-45	-60	-3.9	-9	-147	31	3	1
Cc1ccc(NC(=O)CNc2cc(S(=O)(=O)N3CCOCC3)ccc2N2CCOCC2)cc1S(=O)(=O)N(C)C	.	-21	4	12	-9	5.7	8	9	-13	-4	17
CCC(C)(C)NC(=O)C(c1ccc(C)cc1)N(CC1CCCO1)C(=O)CNC(=O)c1cccs1 (stereo unspecified)	2	-6	3	4	-15	-2.6	-4	12	5	9	15
NNC(=O)c1cc2cc3ccccc3nc2s1	1	-6	-66	-23	-39	-2.0	-7	-87	4	1	1
CC(C)[C@@H](C(=O)NC1CCCC1)N1C(=O)N2CCc3c([nH]c4ccccc34)[C@@]2(C)C1=O	-1	-7	18	16	32	-1.3	0	10	8	-7	-5
COc1ccccc1NC(=O)c1ccc2c(c1)OCO2	2	-77	-222	-42	-89	-0.5	-26	-218	6	4	9

# Individual results from above:
# For Shn3 inh set2, `NNC(=O)c1cc2cc3ccccc3nc2s1` reads -39
# For NR2E3 ag-2, `Cc1ccc(NC(=O)CNc2cc(S(=O)(=O)N3CCOCC3)ccc2N2CCOCC2)cc1S(=O)(=O)N(C)C` reads -21
# For iPSC survival up, `CC(C)[C@@H](C(=O)NC1CCCC1)N1C(=O)N2CCc3c([nH]c4ccccc34)[C@@]2(C)C1=O` reads -1.3
# For CF NFkB inh, `Nc1ccc2oc(-c3ccccn3)nc2c1` reads 1
# For Shn3 inh set2, `COc1ccccc1NC(=O)c1ccc2c(c1)OCO2` reads -89
# For Peg3 prom inh, `O=C(CCS(=O)(=O)Cc1ccccc1F)N1CCc2ccccc2C1` reads -2

# Screens as filed in PubChem.

# These rows are one share of the data; rates above refer to the full screens.
